Bioassay records (PubChem BioAssay)
LGR2 inh: blocks bursicon-induced cAMP signaling via Drosophila LGR2 | HEK293 LGR2, CRE-luciferase, bursicon-stimulated, 4 h | inhibition, % at 9.99 µM | hit rate 0.35% among 380,000 | AID 720647;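 active = drop in luminescence signal, shown as inhibition above about 50% in the replicate tests, limit read from the data, passing the limit was not always enough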;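 note: agonist challenge used bursicon conditioned medium at about half maximal strength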
PglD DTNB: blocks C. jejuni PglD acetyltransferase activity; purified PglD enzyme, DTNB colorimetric CoA detection; inhibition, % at 12.5 µM; hit rate 0.098% among 360,000; in the data active = inhibition above about 16%, passing the limit was not always enough; note: strong numbers were not always called active
GSIS activator: primary screen for activators of insulin secretion dependent on glucose, INS-1E cells, GLuc reporter luminescence | hit rate 0.61% among 370,000 | AID 743287 | activation, % at 16.6 µM | INS-1E GLuc reporter insulin secretion, 2-3 h;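 active = lowest replicate activation of at least 40%, so every replicate reaches that level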;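 note: 0% = median of neutral control wells and 100% = median of IBMX positive control wells; some compounds called inactive have numbers as strong as hits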
PGC1a acetyl inh: PGC1a acetylation modulation, inhibitor mode; hit rate 0.17% among 350,000; U2OS PGC1a acetylation, AlphaScreen anti-acetyl-lysine; with virally co-expressed GCN5 acetyltransferase; inhibition, % at 15.6 µM;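 active = every replicate shows inhibition of at least 40%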;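 note: 0% = neutral control wells and 100% = positive control wells; some results beyond the cut were filed as inactive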
C2C12 statin: suppression of simvastatin myotoxicity; C2C12 myotubes + simvastatin, ATP luminescence, 48 h; scaled: DMSO 0, geranylgeraniol control 100; rescue of ATP level, % at 7.49 µM; hit rate 0.78% among 330,000;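 active = mean ATP rescue above about 67%, or every replicate alone reaching that limit, limit read from the data, passing the limit was not always enough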;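 note: myotubes were challenged with 10 µM simvastatin during compound exposure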
PAX8 reporter: inhibitors of PAX8 transcriptional activity in RMG-I cells; RMG-I TPO-luciferase reporter, SteadyGlo, 24 h; inhibition, % at 12.6 µM; hit rate 1.2% among 360,000;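 active = mean replicate inhibition at least 60% with every replicate also reaching 60%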;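 note: luciferase light reporting Pax8 driven TPO promoter activity; plate controls were median of neutral control wells for no effect and mitoxantrone controls for full effect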
Cneo AK release: causes C. neoformans cell lysis. hit rate 0.2% among 360,000. lysis activity, % at 15 µM. adenylate kinase release luminescence, 4 h; normalised: neutral wells 0, clomiphene wells 100;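 active = mean lysis activity across replicates of at least 80%, whatever share of replicates individually reach that level; inactive = mean lysis activity below 80%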
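Assay system: C. neoformans cells. Amount: yeast cell density of 5 × 10^6 cells/mL. Technique: AK luminescence. Buffer or medium: YPD. Times: static 4 h at 37 °C with compound, 1 h detection. Dosing: single-point compound dose. Read-out: lysis from increased AK signal.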
ARNT-TACC3 inh: ARNT/TACC3 interaction disruption. Q9Y6A5. AlphaScreen His-ARNT PAS-B/GST-TACC3 binding, luminescence; TACC3 fragment carries E629A point mutation. inhibition, % at 9.99 µM. hit rate 0.66% among 390,000. AID 623870;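 active = mean inhibition of replicates at least 50% and at least half of replicates each reaching 50%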;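 note: 0% = complete ARNT plus TACC3 wells and 100% = ARNT alone without TACC3; many hits fall short of the cut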
* = called active by the depositor; . = no result given; & = joins results of further samples.

A first look (3 entries):
Each structure is followed by: LGR2 inh, PglD DTNB, GSIS activator, PGC1a acetyl inh, C2C12 statin, PAX8 reporter, Cneo AK release, ARNT-TACC3 inh
CC(C)NC(=O)Nc1ccc2c(c1)C(=O)N([C@H](C)CO)C[C@@H](C)[C@H](CN(C)S(C)(=O)=O)OCCCC[C@@H](C)O2
 : 4, 2, 31, -2, ., 12, 43, 23
CCCc1nc2ccc(NC(=O)NCCC(=O)OCC)cc2c(=O)n1Cc1ccc(Cl)cc1
 : ., -2, ., 2, ., 0, -1, -9
COc1ccc(NC(=O)Nc2ccc3c(c2)C(=O)N([C@H](C)CO)C[C@H](C)[C@@H](CN(C)C)OCCCC[C@H](C)O3)cc1
 : 14, 0, 16, -4, 39, -2, 0, -1

This part in full, from the start:
Each structure is followed by: LGR2 inh, PglD DTNB, GSIS activator, PGC1a acetyl inh, C2C12 statin, PAX8 reporter, Cneo AK release, ARNT-TACC3 inh
CC(C)NC(=O)Nc1ccc2c(c1)C(=O)N([C@H](C)CO)C[C@@H](C)[C@H](CN(C)S(C)(=O)=O)OCCCC[C@@H](C)O2
 : 4, 2, 31, -2, ., 12, 43, 23
CCCc1nc2ccc(NC(=O)NCCC(=O)OCC)cc2c(=O)n1Cc1ccc(Cl)cc1
 : ., -2, ., 2, ., 0, -1, -9
COc1ccc(NC(=O)Nc2ccc3c(c2)C(=O)N([C@H](C)CO)C[C@H](C)[C@@H](CN(C)C)OCCCC[C@H](C)O3)cc1
 : 14, 0, 16, -4, 39, -2, 0, -1
CC(C)[C@H](NS(=O)(=O)c1ccc2c(c1)OCCO2)C(=O)OCC(=O)Nc1ccccc1Cl
 : -10, ., -2, ., ., -3, ., -5
COc1ccc2cc(/C=N/NC(=O)c3c(Cl)cnn3C)c(Cl)nc2c1
 : -16, -9, 1, 0, ., 20, -2, 3
COc1cccc(C(=O)NCCS(=O)(=O)N2CCCCC2)c1
 : 14, 8, 20, 2, 1, -13, -1, -9
C[C@H](CO)N1C[C@H](C)[C@@H](CN(C)S(=O)(=O)c2ccccc2)OCCCC[C@H](C)Oc2ccc(N(C)C)cc2C1=O
 : -10, 2, -1, -1, 92*, 1, 0, 16
Cc1nc(C(=O)N2CCc3c([nH]c4ccccc34)C2c2ccccn2)cs1 (stereo not drawn)
 : -13, ., -22, 18, 9, 21, ., 12
Cc1cc(OCC(=O)NNC(=O)c2cnccn2)cc(C)c1Cl
 : 16, -6, -4, 85*, -2, 7, 1, -4
COc1ccc(C2(O)C(=O)Nc3ccc(C)cc32)cc1 (stereo not drawn)
 : -4, 2, -6, -3, 20, 24, 8, -25
Cn1cnc(S(=O)(=O)N[C@@H]2CC[C@@H](CC(=O)NCC3CCCCC3)O[C@H]2CO)c1
 : -15, 2, 8, 0, -12, ., 1, 6
COc1ccccc1C(NC(=O)C1CCCCC1)c1c(O)ccc2ccccc12 (stereo not drawn)
 : 25, ., -1, ., ., 7, ., -4
CC(=O)c1cccc(NC(=O)c2cccc3c(-c4cccc(C(N)=O)c4)coc23)c1
 : -11, 1, 6, -39, -24, 23, 1, .
O=C(NCC(=O)N1CC=C(c2ccccc2)CC1)c1ccccc1Br
 : -12, -3, 7, 3, 3, 15, -2, -2
COc1ccc(/C=C/C(=O)OCC(=O)NCCC2=CCCCC2)cc1S(=O)(=O)N1CCOCC1
 : 13, ., -10, -1, -6, 4, ., -5
Cc1cc(=O)[nH]c(N/N=C/c2cn(CCC#N)nc2-c2ccccc2)n1
 : -1, ., 5, -2, ., 2, ., 3
Cc1ccccc1Sc1ccc([N+](=O)[O-])cn1
 : 10, ., -14, -8, ., -8, ., -12
CC(C)NC(=O)Nc1ccc2c(c1)CC(=O)N([C@@H](C)CO)C[C@H](C)[C@@H](CN(C)C(=O)Nc1cccc3ccccc13)O2
 : -2, 1, -12, -4, 9, 3, 10, 6
CCc1c(C)c(C#N)c2nc3ccccc3n2c1NCCOC
 : -13, -5, 6, ., 5, -15, 3, -9
CCCC(CCC(=O)Nc1ccc(C(=O)OCC)cc1)C(=O)O (stereo not drawn)
 : ., 9, ., -2, 105*, ., -2, -7
O=C(c1ccncc1)N1CC(=O)N2[C@H](CO)[C@@H](c3ccc(-c4ccccc4F)cc3)[C@@H]2C1
 : 2, ., 11, 4, ., 4, ., .
COc1cccc(-c2cc(C(=O)Nc3ccncc3)c3ccccc3n2)c1
 : -1, -5, -15, ., -3, 6, 3, 5
Cc1ccc(-c2ccc([C@H]3[C@@H](CO)N4C(=O)CN(C(=O)c5ccc(F)cc5)C[C@@H]34)cc2)cc1
 : 8, ., -27, 9, ., 14, ., .
CCCCN(C(=O)CSc1cc(C)c2ccccc2n1)c1c(N)n(Cc2ccccc2)c(=O)[nH]c1=O
 : 22, 6, 40, ., ., 36, -2, -1
COc1cccc(N2CC(=O)Nc3c(oc4nc(-c5ccccc5)cc(C)c34)C2=O)c1
 : 5, ., -10, ., ., 3, ., 7
COc1ccc(N2C(=O)CC(Nc3ccc(N4CCOCC4)cc3)C2=O)c(OC)c1 (stereo not drawn)
 : ., 3, -11, 11, -7, 5, 1, 14
O=c1c(-c2ccccc2)c(O)c2ccccc2n1-c1ccccc1
 : -9, ., -18, ., -6, -6, 1, 4
COc1ccc(Cl)c(Cn2c(NCc3ccccn3)nc3c2c(=O)n(C)c(=O)n3C)c1
 : ., -6, ., -1, 9, ., 0, 7
CCc1ccc(CNC(=O)C2CCCN(S(=O)(=O)N(CC)c3ccccc3)C2)cc1 (stereo not drawn)
 : 1, -8, -54, 10, 9, -12, -2, 8
CCOC(=O)N1CCN(C(=O)CC(C(=O)N2CCc3ccccc32)n2ccnc2)CC1 (stereo not drawn)
 : 1, -1, -13, -6, -10, ., -2, -3
O=c1ccc2c(ccc3ncccc32)o1
 : 22, 1, ., 11, 12, -47, 2, .
Cc1ccccc1CN1CCCOCCS1(=O)=O
 : 13, -1, -6, 8, 5, -27, 1, 0
COc1ccc(Cc2c[nH]c(=O)[nH]c2=O)cc1
 : ., ., 15, -37, 3, ., 0, -4
O=C(N/N=C/c1cccc2nccnc12)c1ccccc1O
 : 26, ., -4, 0, 10, -13, ., 59*
O=C(CSc1nc(O)cc(=O)n1-c1ccccc1)c1ccc(Br)cc1
 : -5, 6, -7, -2, 10, -15, 2, -4
Cc1ccccc1-c1cc(C(=O)NCc2ccco2)n(CC2CC(c3cccnc3)=NO2)n1 (stereo not drawn)
 : 13, -5, -27, ., -60, -10, 0, 29
CCN(CC)C(=O)c1ccc2nc(-c3ccccc3)c(-c3ccccc3)nc2c1
 : 4, ., -35, ., ., -10, ., 4
O=C1CN(C(=O)c2ccccc2)C(c2ccccc2)c2cc(F)ccc2N1 (stereo not drawn)
 : 3, -6, 8, -9, 11, 6, 1, -2
CC(=O)N(C)C[C@H]1Oc2ncc(C#C[C@@H](C)O)cc2C(=O)N([C@H](C)CO)C[C@H]1C
 : -1, 6, 2, -3, -9, ., -4, -3
CNC[C@H]1OCCCC[C@@H](C)Oc2ccc(NC(=O)CCC(F)(F)F)cc2C(=O)N([C@@H](C)CO)C[C@@H]1C
 : -2, ., 1, -2, -23, -3, ., .
Cn1c(=O)c2cc(NC(=S)NC3CC3)ccc2n1C/C=C/c1ccccc1
 : -13, -8, ., 6, -8, 0, 1, .
CSc1ncnc2c1ncn2CCCN(C)Cc1ccco1
 : 0, 6, 5, 1, 4, 5, -2, .
OCC[C@H]1C[C@@H](O)[C@H](O)[C@]2(Cc3ccccc3O2)O1
 : 12, -8, 1, 9, -2, -4, 0, 1
O=C(Nc1ccc(Br)cc1Cl)c1ccc2c(=O)n3c(nc2c1)CCC3
 : -68, -4, 12, ., -3, -168, 3, -1
Cc1cc(C(=O)CN2C(=O)NC3(CCCCCC3)C2=O)c(C)n1C
 : -7, 0, 1, ., 14, -46, 2, 2
CCOc1ccc(NC(=O)C2CCC(CNc3c(N4CCC(C)CC4)c(=O)c3=O)CC2)cc1 (stereo not drawn)
 : 7, 1, 25, 7, ., 37, -8, -6
O=C(/C=C/c1ccccc1)N1CCN(C(=O)c2ccco2)CC1
 : ., 2, ., 8, -6, ., -1, -5
CCOC(=O)c1ccc(NC(=S)NCc2cccnc2)cc1
 : -10, -2, -14, -12, 2, -30, 3, 2
C[C@H]1CN([C@@H](C)CO)S(=O)(=O)c2ccc(Br)cc2O[C@H]1CN(C)S(=O)(=O)c1ccccc1
 : 4&-3, 0&0&-4, -19&-9, -11&-9&-17, 4&27&2, 26, -1&-2&-3, 3&1
CC1(OC(=O)CCc2ccccc2)C(=O)C=C2C=C(c3ccc(C#N)cc3)N(Cc3ccco3)C=C2C1=O (stereo not drawn)
 : -9, -5, -8, 7, 9, -2, -1, 6

(more compounds)
Each structure is followed by: LGR2 inh, PglD DTNB, GSIS activator, PGC1a acetyl inh, C2C12 statin, PAX8 reporter, Cneo AK release, ARNT-TACC3 inh
O=C(C[C@@H]1C[C@@H]2c3cc(NS(=O)(=O)c4ccccc4)ccc3O[C@@H]2[C@@H](CO)O1)NC1CCCC1
 : -1, 3, -3, -13, -2, ., 22, -9
CCC(C)N1C(=O)CCC1C(=O)N1CCN(c2ccccc2F)CC1 (stereo not drawn)
 : -3, 2, -3, -16, -2, ., 2, -2
CN(C(=O)CSc1cccc[n+]1[O-])C1CCCCC1
 : -19, -2, -7, 9, 17, -7, -3, -7
O=C(O)c1cccnc1SC1CC(=O)N(Cc2ccccc2)C1=O (stereo not drawn)
 : ., 39*, ., 0, 1, -2, 1, .
COc1ccc(C2N3CC4(C)CN2CC(C)(C3)C4)cc1OC (stereo not drawn)
 : ., 0, ., 25, 0, -15, -13, -2
CN(C[C@@H]1[C@@H](c2ccccc2)[C@H](CO)N1C(=O)c1ccccc1)C(=O)C1CC1
 : -15, -3, 8, -3, 10, 13, 0, 1
N#CCCN(C(=O)COC(=O)c1ccc(Cl)nc1)c1ccc2c(c1)OCCO2
 : 0, 2, ., -10, 6, -21, 6, .
COc1ccc(NC(=O)CN(C)C(=O)c2ccccc2OC)cc1
 : -16, 0, 2, 6, -7, -34, 0, -15
C=CCNC(=O)CCCCC(=O)NCC=C
 : ., -2, ., 5, -1, 11, -1, -12
C[C@H](CO)N1C[C@H](C)[C@@H](CN(C)Cc2ccccc2)Oc2ncc(C3=CCCC3)cc2C1=O
 : -1, -2, -14, -32, 23, ., 0, 0
COc1ccc(NC(=O)CCCn2cnc3ccccc3c2=O)cc1
 : 1, 4, -4, 1, 1, -36, 9, 7
Cc1cccc(C)c1NC(=O)Cn1nnc(-c2ccc(CN3CCC(C)CC3)cc2)n1
 : -12, 1, 3, 7, 9, 1, -1, -9
CC(=O)N(C)C[C@H]1Oc2ncc(C#Cc3cccnc3)cc2C(=O)N([C@@H](C)CO)C[C@@H]1C
 : -19, -1, 3, -1, -1, ., -5, -3
C[C@H](CO)N1C[C@H](C)[C@H](CN(C)S(=O)(=O)c2ccc(F)cc2)Oc2ccc(NC(=O)Cc3cn(C)c4ccccc34)cc2CC1=O
 : 3, 2, -19, -7, 33, -1, 1, 3
